Bim-Bcl-B – inhibitors of Bim-Bcl-B interaction, human. inhibition, % at 10 µM. bead-based flow cytometry, Bim peptide-Bcl-B binding. 190,000 compounds, 0.073% hits. Q9HD36. AID 951;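 further: 0% = tracer peptide without compound and 100% = reference inhibitor peptide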
Target sequence (Q9HD36 whole entry, looked up): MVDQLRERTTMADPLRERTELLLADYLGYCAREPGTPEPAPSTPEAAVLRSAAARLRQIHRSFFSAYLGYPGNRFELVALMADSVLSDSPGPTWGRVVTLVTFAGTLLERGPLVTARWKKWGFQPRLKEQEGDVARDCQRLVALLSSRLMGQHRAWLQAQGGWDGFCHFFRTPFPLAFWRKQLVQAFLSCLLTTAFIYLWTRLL
ABCG2 block – blocks JC-1 efflux by human ABCG2 transporter; 190,000 compounds, 0.1% hits; inhibition, % at 6.6 µM; Q9UNQ0; IgMXP3 cells, flow cytometry;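 active means inhibition above 80%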;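 further: 0% = DMSO and 100% = nicardipine control wells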
Target sequence (Q9UNQ0 whole entry, looked up): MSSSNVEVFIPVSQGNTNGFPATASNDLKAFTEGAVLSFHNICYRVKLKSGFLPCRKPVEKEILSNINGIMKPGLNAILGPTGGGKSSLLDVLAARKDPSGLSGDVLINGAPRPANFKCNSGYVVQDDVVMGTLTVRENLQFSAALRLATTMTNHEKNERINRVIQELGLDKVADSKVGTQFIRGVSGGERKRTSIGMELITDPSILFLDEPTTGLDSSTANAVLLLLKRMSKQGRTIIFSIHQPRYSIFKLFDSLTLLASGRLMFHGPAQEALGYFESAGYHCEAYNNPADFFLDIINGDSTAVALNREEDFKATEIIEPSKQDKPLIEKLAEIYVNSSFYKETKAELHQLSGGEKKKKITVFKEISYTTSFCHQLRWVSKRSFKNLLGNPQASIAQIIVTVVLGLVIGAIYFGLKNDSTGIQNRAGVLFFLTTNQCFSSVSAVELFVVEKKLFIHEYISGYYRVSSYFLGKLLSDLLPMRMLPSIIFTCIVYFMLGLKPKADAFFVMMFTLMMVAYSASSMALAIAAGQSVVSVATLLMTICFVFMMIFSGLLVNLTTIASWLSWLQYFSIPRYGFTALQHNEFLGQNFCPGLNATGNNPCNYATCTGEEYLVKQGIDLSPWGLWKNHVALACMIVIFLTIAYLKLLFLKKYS
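Measure – % inhibition of efflux relative to nicardipine and DMSO · Test system – ABCG2 IgMXP3 and barcoded ABCB1 CCRF-Adr cell mix · Control set – nicardipine as high control, DMSO as low control · Compound – one concentration, 6.6 µM final · Signal – flow cytometry of retained JC-1 fluorescence · Timing – 10 min exposure at 25 °C with rotation, no wash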
Mcl-1 Bim block – disrupts Bim peptide binding to human Mcl-1; Q07820; Bead-based flow cytometry, Bim peptide-Mcl-1 binding; inhibition, % at 10 µM; 190,000 compounds, 0.1% hits;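 further: 0% = no compound tracer wells and 100% = peptide blocker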
RGS7-Gao reg – human RGS7-Galphao interaction regulation. Multiplexed bead flow cytometry, RGS7-Galphao binding; actives lie on both sides. binding response (% of control), % at 10 µM. 220,000 compounds, 0.35% hits; in the data active means binding response below about 49% or above about 150%; inconclusive means no clear call, values can overlap the other calls; inactive means in between;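 further: fluorescent Galphao held in activated GDP-AlF4 state binding bead-coupled RGS7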
RGS4-Gao reg – human RGS4-Galphao interaction regulation; P09471; Multiplexed bead flow cytometry, RGS4-Galphao binding; actives lie on both sides; binding response (% of control), % at 10 µM; 220,000 compounds, 0.33% hits; AID 1415; in the data active means binding response below about 49% or above about 150%; inactive means in between;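 further: fluorescent Galphao activated with aluminum fluoride binding bead-coupled RGS4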
RGS8-Gao – regulators of human RGS8-Galphao interaction. 220,000 compounds, 0.34% hits. multiplexed bead flow cytometry, RGS8-Galphao binding; actives lie on both sides. response (percent of control binding), % at 10 µM. AID 1423; in the data active means response below about 60% or above about 140%; inactive means in between;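 further: Galphao activated as the GDP aluminium fluoride complex binding bead-coupled RGS8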
Bcl-2 Bim block – inhibitors of Bim-Bcl-2 interaction, human; P10415; Bead-based flow cytometry, Bim peptide-Bcl-2 binding; inhibition, % at 10 µM; 190,000 compounds, 0.06% hits; AID 950; in the data active means inhibition above about 40%; inconclusive means no clear call, values can overlap the other calls;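 further: 0% = no compound wells with probe peptide and 100% = reference peptide inhibitor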
Bim-Bcl-XL – disrupts Bim peptide binding to human Bcl-XL | Q07817 | bead flow cytometry, fluorescence | inhibition, % at 10 µM | 190,000 compounds, 0.04% hits | AID 1007
ABCB1 block – blocks JC-1 efflux by human ABCB1 transporter. P08183. CCRF-Adr cells, flow cytometry. inhibition, % at 6.6 µM. 190,000 compounds, 0.067% hits. AID 1326; in the data active means inhibition above about 40%;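 further: 0% = vehicle and 100% = reference inhibitor; higher value means more JC-1 retained so stronger ABCB1 efflux block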
Bcl-W Bim block – inhibitors of Bim-Bcl-W interaction, human | Q92843 | bead-based flow cytometry, Bim peptide-Bcl-W binding | inhibition, % at 10 µM | 190,000 compounds, 0.02% hits | AID 952;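 further: 0% = bound tracer without compound and 100% = peptide blocker; higher means less fluorescent Bim peptide bound to Bcl-W beads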
Target sequence (Q92843 whole entry, looked up): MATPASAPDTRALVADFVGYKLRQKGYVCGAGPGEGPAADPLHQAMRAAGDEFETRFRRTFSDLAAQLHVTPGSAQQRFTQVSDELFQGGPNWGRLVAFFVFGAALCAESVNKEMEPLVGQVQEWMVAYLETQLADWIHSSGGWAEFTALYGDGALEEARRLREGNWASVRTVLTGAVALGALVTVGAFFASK
Bfl-1 Bim block – disrupts Bim binding to human Bfl-1; 190,000 compounds, 0.12% hits; Bead-based flow cytometry, Bim-Bfl-1 binding inhibition; inhibition, % at 10 µM; Q16548;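 further: 0% = wells without compound plus tracer and 100% = blocker peptide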
* hit, by the source's call; u = inconclusive. Unless noted, no stated cut-off is given here; in the data, active means inhibition above about 40%.

SMILES	Bim-Bcl-B	ABCG2 block	Mcl-1 Bim block	RGS7-Gao reg	RGS4-Gao reg	RGS8-Gao	Bcl-2 Bim block	Bim-Bcl-XL	ABCB1 block	Bcl-W Bim block	Bfl-1 Bim block
COc1ccc(NC(=O)Nc2cccc(NC(C)=O)c2)c(OC)c1	-1.0	0.1	-1.0	99.0	98.0	100.1	-4.0	-5.0	9.4	-1.0	-9.0
C/C(=N\OCC(=O)Nc1nc2ccccc2s1)c1ccccc1	1.0	4.6	-1.0	100.4	100.9	104.1	0.0	-1.0	0.1	0.0	0.0
CCCn1c(C)cc(C(=O)COC(=O)c2c(C)nn(-c3ccccc3)c2C)c1C	-1.0	5.5	-2.0	81.9	76.2	83.8	-1.0	-6.0	1.2	-3.0	-1.0
Cc1nc(NCCCO)c(C#N)c2c1COC(C)(C)C2	-3.0	0.5	-1.0	96.5	100.1	99.2	-2.0	-5.0	0.7	-1.0	-2.0
O=C(NNS(=O)(=O)c1ccccc1[N+](=O)[O-])c1ccc(F)cc1	-4.0	-0.2	-3.0	99.2	100.0	101.2	-5.0	-5.0	-0.1	-4.0	-15.0
CN(C)c1ccc2c(O)cc(=O)n(C)c2c1	-6.0	0.8	0.0	101.3	103.3	101.8	-9.0	-4.0	0.2	4.0	-11.0
CC(=O)c1ccc(NCC(=O)N2CCN(c3ccccc3)CC2)cc1	-7.0	2.7	2.0	97.3	96.7	101.1	-5.0	27.0	0.5	7.0	-11.0
CCOC(=O)c1cn(Cc2c(C)c(C)c(C)c(C)c2C)nn1	-3.0	3.9	-2.0	94.1	96.3	99.6	1.0	-3.0	0.8	-4.0	0.0
Cc1ccc(C(=O)Nc2ncc(Cc3ccc(SC(F)F)cc3)s2)cc1	-8.0	0.2	-4.0	101.7	101.8	104.3	-12.0	-7.0	0.0	-3.0	-7.0
Cc1nc2ccccc2n1CC(=O)NN	-1.0	-1.6	1.0	85.0	96.5	97.0	0.0	-1.0	-0.1	1.0	-1.0
CC1(C)CSC(=S)N1S(=O)(=O)c1ccccc1	-5.0	2.7	-6.0	102.8	99.3	100.5	-5.0	-1.0	0.5	-3.0	-3.0
CCN(CC)c1ccc(CN2CCCCCC2)cc1	-2.0	3.0	-1.0	89.8	88.8	97.4	0.0	0.0	0.8	-1.0	-1.0
CC(C)[C@H](NC(=O)NCCc1ccc(Cl)cc1)C(=O)O	-5.0	7.2	0.0	99.0	103.1	103.2	0.0	-1.0	0.6	-2.0	0.0
CCOc1ccc2c(c1)c1nnc(SCC(=O)N3CCC(C)CC3)nc1n2C	-5.0	-1.6	-2.0	94.9	99.5	87.9	-9.0	-4.0	0.7	-2.0	-4.0
COCCn1c(C)cc(C(=O)COC(=O)C23CC4CC(CC(O)(C4)C2)C3)c1C	-4.0	14.2	2.0	99.1	98.9	99.5	-5.0	0.0	0.2	2.0	-12.0
CC(=O)Nc1ccc(OC(F)(F)Cl)cc1	-1.0	1.0	0.0	u	100.2	100.9	0.0	0.0	-0.1	0.0	-3.0
COc1ccc(C(C)(C)C)cc1NC(=O)Nc1ccc2c(c1)OCO2	-4.0	61.0	-3.0	99.8	100.6	101.7	-7.0	-4.0	0.1	2.0	-6.0
Cc1cccc(C)c1NC(=O)CSc1nnnn1-c1ccc(C(=O)O)cc1	-3.0	0.3	0.0	107.8	107.7	103.9	0.0	-2.0	-0.1	0.0	-2.0
Clc1cccc(OCc2nc(-c3ccncc3)n[nH]2)c1	-3.0	28.5	0.0	98.1	102.7	100.4	0.0	0.0	0.1	0.0	-2.0
COC(=O)C(CC(C)C)NC(=O)C(N)Cc1ccccc1 (stereo not drawn)	-1.0	1.2	-1.0	99.8	101.5	98.5	0.0	0.0	0.5	0.0	-1.0
CCc1ccc(C(C(=O)NC2CCCCC2)N(C(=O)c2ccccn2)c2cccnc2)cc1 (stereo not drawn)	-3.0	-6.1	0.0	105.7	100.7	103.4	0.0	-2.0	-2.2	-3.0	-6.0
COC(=O)c1ccc(CSc2nnc(CS(=O)Cc3ccc(Br)cc3)n2-c2ccccc2)cc1 (stereo not drawn)	-4.0	-6.3	-3.0	99.3	100.8	101.4	1.0	-6.0	2.3	-2.0	0.0
COC(=O)c1c(-c2ccc(OC)c(OC)c2)csc1N	-13.0	14.0	-6.0	92.2	96.8	92.4	-8.0	-10.0	0.2	-2.0	-16.0
CCC(C(=O)Nc1cc(Cl)ccc1OC)c1ccccc1 (stereo not drawn)	0.0	8.2	-1.0	98.6	97.1	82.8	-1.0	-2.0	-0.2	0.0	0.0
Cc1ccc(S(=O)(=O)N(CC(=O)N2CCC(C)CC2)c2ccccc2)cc1	0.0	10.5	0.0	96.9	101.4	102.9	-2.0	-2.0	0.9	-2.0	-4.0

The list goes on:
SMILES	Bim-Bcl-B	ABCG2 block	Mcl-1 Bim block	RGS7-Gao reg	RGS4-Gao reg	RGS8-Gao	Bcl-2 Bim block	Bim-Bcl-XL	ABCB1 block	Bcl-W Bim block	Bfl-1 Bim block
CCCOc1ccc(C(O)(CCC)CCN2CCCCC2)cc1 (stereo not drawn)	-1.0	5.1	1.0	102.6	102.5	102.1	-1.0	-5.0	1.0	-4.0	-1.0
CCOC(=O)c1[nH]c2ccc(OC)cc2c1NC(=O)CCN1CCc2ccccc2C1	1.0	17.7	1.0	99.7	98.3	100.8	-1.0	-1.0	0.5	0.0	-2.0
NC(=O)SCC(=O)Nc1cccc(Cl)c1	-6.0	-0.5	1.0	98.5	98.9	103.9	-7.0	8.0	0.0	0.0	-14.0
CCC(=O)Nc1cccc(NC(=S)NC(=O)c2ccccc2Cl)c1	-10.0	24.8	-4.0	101.6	102.3	103.3	-13.0	-10.0	0.8	-4.0	-21.0
N#C/C(=C\c1ccccc1C(F)(F)F)C(=O)Nc1ccccc1	-5.0	17.5	-3.0	99.6	103.1	102.3	-2.0	-2.0	0.3	-5.0	-3.0
COc1ccc(S(=O)(=O)N2CCCC(C(=O)NC3CCCCC3)C2)cc1 (stereo not drawn)	-4.0	0.3	0.0	101.1	99.3	99.6	0.0	1.0	0.3	-1.0	0.0
CC(=O)NC(CCS(C)(=O)=O)C(=O)Nc1cc(C)ccc1C (stereo not drawn)	-5.0	0.4	-1.0	97.6	97.3	101.0	-4.0	-5.0	0.4	0.0	-11.0
CC(NCc1ccccc1O)c1ccccc1 (stereo not drawn)	0.0	1.5	0.0	u	92.5	94.3	3.0	0.0	0.6	1.0	-3.0
COC(=O)N/N=C(\C)c1cccc(C(F)(F)F)c1	-1.0	1.4	0.0	102.1	99.5	102.2	-1.0	1.0	0.2	0.0	-4.0
Fc1ccccc1-c1nc2ncccc2o1	-4.0	-0.7	0.0	96.4	101.2	103.4	-3.0	-3.0	0.2	-5.0	-9.0
COc1ccc(C(=O)Cn2nnc(-c3ccccc3F)n2)cc1	1.0	1.7	1.0	100.8	101.3	101.0	1.0	0.0	0.5	0.0	-3.0
Cc1ccc(S(=O)(=O)Nc2cccc(N(C)S(C)(=O)=O)c2)cc1[N+](=O)[O-]	1.0	1.0	-1.0	106.4	100.5	99.2	1.0	0.0	0.9	-1.0	4.0
CCN(CC)CCN(C(=O)C1=COCCO1)c1nc2cc3c(cc2s1)OCO3	-3.0	1.0	0.0	99.1	102.0	101.7	0.0	1.0	-0.4	0.0	-1.0
COC(=O)/C=C1/S/C(=N/N=C/c2ccc(N(C)C)cc2)NC1=O	-9.0	1.9	0.0	105.3	104.1	103.4	-2.0	-5.0	-0.6	-6.0	-4.0
O=C1CC(C(=O)NC2CCCCC2)C2(CCCCC2)O1 (stereo not drawn)	-6.0	2.0	-2.0	94.8	99.8	101.1	-4.0	-5.0	1.1	0.0	-6.0
O=C(Cc1ccccc1[N+](=O)[O-])Nc1ccc2c(c1)OCCO2	0.0	9.0	-8.0	105.2	104.2	115.7	-3.0	-4.0	0.3	-4.0	-3.0
C#CCSc1nc(Cc2ccc(Cl)cc2)nc2ccccc12	3.0	0.8	0.0	109.4	111.4	111.1	0.0	0.0	0.2	0.0	0.0
Cc1cc(N/C=C/C(=O)c2cccc3ccccc23)no1	-6.0	0.1	-2.0	98.7	97.2	99.1	1.0	-6.0	0.0	0.0	-2.0
CCn1c(SCC(=O)Nc2nc(-c3ccccc3)cs2)nnc1-c1ccccc1	-1.0	0.3	-1.0	99.3	100.2	99.2	-3.0	-1.0	0.3	-1.0	-5.0
O=C(CSc1nnc(-c2ccc(NS(=O)(=O)c3ccccc3)cc2)o1)NCC1CCCO1 (stereo not drawn)	-8.0	3.3	4.0	97.9	101.4	101.8	-6.0	-4.0	0.4	1.0	-12.0
CCOC(=O)c1oc2ccccc2c1CSc1nnnn1-c1ccccc1	-7.0	9.8	-4.0	101.2	102.1	99.6	-12.0	-7.0	-0.8	0.0	-18.0
CN(/N=C/c1cccs1)c1cc(=O)n(C)c(=O)[nH]1	-1.0	1.2	-2.0	91.6	89.3	75.0	5.0	-1.0	-0.1	0.0	7.0
CCCCC(=O)Nc1cccc(NC(=O)c2cccc([N+](=O)[O-])c2)c1	0.0	9.5	0.0	104.7	99.9	102.7	-1.0	0.0	1.3	-1.0	-3.0
O=C(CCn1nc(-c2ccc(Cl)cc2)c2ccccc2c1=O)NCCN1CCOCC1	-1.0	1.7	0.0	100.0	102.8	100.5	-4.0	-2.0	0.5	0.0	-3.0
CN1CCN(c2cc(C(F)(F)F)nc(-c3ccccn3)n2)CC1	-5.0	4.0	-2.0	u	99.9	100.5	0.0	0.0	1.7	-3.0	-4.0

The listing continues.
SMILES	Bim-Bcl-B	ABCG2 block	Mcl-1 Bim block	RGS7-Gao reg	RGS4-Gao reg	RGS8-Gao	Bcl-2 Bim block	Bim-Bcl-XL	ABCB1 block	Bcl-W Bim block	Bfl-1 Bim block
S=c1[nH]nc(COc2ccc(Cl)cc2)n1Cc1ccccc1	-6.0	0.0	-1.0	99.7	101.0	99.2	-2.0	-4.0	6.9	-2.0	-1.0
Cn1c(C(=O)NCCN2CCc3ccccc3C2)cc2c(=O)n(C)c3ccccc3c21	-5.0	1.1	-1.0	89.0	91.3	95.7	-6.0	-3.0	1.7	-3.0	-7.0
O=C(NCC1CCCO1)C1CCC(CNS(=O)(=O)c2ccccc2)CC1 (stereo not drawn)	-7.0	0.5	-1.0	98.8	100.3	100.9	-10.0	-8.0	0.5	-1.0	-9.0
CCOc1ccc(Nc2nnc(Cc3ccc(OC)cc3)c(=O)[nH]2)cc1	-8.0	0.8	-5.0	103.5	101.0	101.2	1.0	-4.0	0.3	-2.0	-4.0
CCOC(=O)C1=C(C)NC(C)=C(C(=O)OCC)C1C(=O)OCC(=O)NC	3.0	4.6	0.0	101.8	107.2	98.4	0.0	0.0	0.8	1.0	4.0
COc1ccc(CCNC(=O)CSCc2ccc([N+](=O)[O-])cc2)cc1	1.0	3.4	0.0	104.4	104.2	102.8	1.0	2.0	1.0	0.0	-4.0

Single records (already shown). Order of screens: Bim-Bcl-B	ABCG2 block	Mcl-1 Bim block	RGS7-Gao reg	RGS4-Gao reg	RGS8-Gao	Bcl-2 Bim block	Bim-Bcl-XL	ABCB1 block	Bcl-W Bim block	Bfl-1 Bim block
`CCOC(=O)c1cn(Cc2c(C)c(C)c(C)c(C)c2C)nn1` is listed with -3.0	3.9	-2.0	94.1	96.3	99.6	1.0	-3.0	0.8	-4.0	0.0
`S=c1[nH]nc(COc2ccc(Cl)cc2)n1Cc1ccccc1` is listed with -6.0	0.0	-1.0	99.7	101.0	99.2	-2.0	-4.0	6.9	-2.0	-1.0

High-throughput results from PubChem.
